Source: PubChem
M. tuberculosis GlmU – inhibition of mycobacterial GlmU enzyme – biochemical, glucosamine-1-phosphate acetyltransferase (AID 1376). inhibition, %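 (tested at 30 µM in the primary screen)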, or IC50 in µM where a hit was titrated. M. tuberculosis GlmU acetyltransferase enzyme assay; higher % means a stronger effect. 0.25% of 220,000 active; in the data active = inhibition above about 13%; inconclusive = no clear call, values can overlap the other calls;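 also: 0% = complete reaction with vehicle and 100% = reaction without substrate; strong numbers were not always called active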
Mtb RmlCD inh – inhibitors of Mycobacterium tuberculosis RmlC and RmlD coupled enzymes; P9WH09+P9WH11; inhibition, % at 3.6 µM; 0.03% of 160,000 active; AID 1533; RmlC+RmlD coupled enzyme assay, percent inhibition; primary screen in compound mixtures; in the data active = inhibition mostly above about 34%, no sharp cut-off; inconclusive = no clear call, values can overlap the other calls; inactive = mostly below about 22%; also: some results filed as inactive read as strong as hits
Target sequence (P9WH09 whole entry, looked up): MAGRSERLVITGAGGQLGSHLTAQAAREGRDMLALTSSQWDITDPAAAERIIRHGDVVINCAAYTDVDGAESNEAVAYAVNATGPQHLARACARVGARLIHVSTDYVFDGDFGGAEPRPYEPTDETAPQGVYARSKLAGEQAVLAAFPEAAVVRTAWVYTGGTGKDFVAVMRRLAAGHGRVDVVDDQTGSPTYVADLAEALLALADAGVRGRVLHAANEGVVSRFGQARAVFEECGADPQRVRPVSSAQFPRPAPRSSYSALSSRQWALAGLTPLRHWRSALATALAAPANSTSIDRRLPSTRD
Target sequence (P9WH11 whole entry, looked up): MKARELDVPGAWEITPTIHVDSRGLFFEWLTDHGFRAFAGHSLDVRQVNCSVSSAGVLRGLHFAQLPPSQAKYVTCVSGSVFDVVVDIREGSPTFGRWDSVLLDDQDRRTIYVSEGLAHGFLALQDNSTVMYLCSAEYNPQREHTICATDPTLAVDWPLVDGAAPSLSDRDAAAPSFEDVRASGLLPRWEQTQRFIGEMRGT
An asterisk follows results filed as active; ? = inconclusive; · = no result given. Some of the compounds tested, so the mix of outcomes need not match the whole.

Values run as follows: M. tuberculosis GlmU	Mtb RmlCD inh
1. Fc1ccc(N2CCN(/C=C/c3nnnn3-c3ccccc3)CC2)cc1
→ -1.8%	-11
2. c1ccc(-c2ncc(CN3CCN(c4ccccn4)CC3)[nH]2)cc1
→ 5.4%	-6
3. Cc1c(Cl)cccc1NC(=O)CC1SCCNC1=O (stereo not given)
→ -0.2%	-60
4. O=C(O)CCCC(=O)N1CCN(c2cccc(Cl)c2)CC1
→ -0.1%	·
5. COC(=O)c1sccc1NC(=O)CSCCc1ccccn1
→ -0.6%	5
6. CCOC(=O)CSc1cc(C(F)(F)F)nc(-c2ccccn2)n1
→ 0.6%	20
7. COc1cc(CCC(=O)OCC(=O)Nc2cccc(S(=O)(=O)N(C)C)c2)cc(OC)c1OC
→ -0.4%	3
8. Cc1oc(C(C)(C)C)cc1C(=O)N1CCN(C(c2ccccc2)c2ccccc2)CC1
→ -0.9%	·
9. CCOc1ccc(NC(=O)CCNS(=O)(=O)c2cccs2)cc1
→ -2.3%	6
10. CN(C)CCNC(=O)c1c(O)c2c([nH]c1=O)CCCC2
→ 1.7%	·
11. Cc1ccc(-c2ccc(/C=N/N3C(=O)C4C5C=CC(C6CC56)C4C3=O)o2)c([N+](=O)[O-])c1 (stereo not given)
→ -3.9%	·
12. Nc1nc(NCc2ccccc2)nc(Nc2ccc(F)cc2)c1[N+](=O)[O-]
→ 5.1%	·
13. CCN(CC)CCNC1=NCCn2c1cc1cc(OC)ccc12
→ -4.2%	5
14. O=C(NCC1COc2ccccc2O1)c1c[nH]c2ccc(S(=O)(=O)N3CCOCC3)cc2c1=O (stereo not given)
→ 2.3%	10
15. COc1ccc2c(c1)CCC(C)N2S(=O)(=O)c1ccc(C2CNC(=O)C2)cc1 (stereo not given)
→ 0.8%	·
16. Cc1ccnc(SCc2cn3c(C)cccc3n2)n1
→ 1.7%	·
17. N/C(COc1ccc(Cl)cc1)=N\NS(=O)(=O)c1ccccc1
→ 0.7%	11
18. C=CCOc1ccc(/C=N/O)cc1Cl
→ 4.0%	-20
19. COc1ccc2cc(/C=N/NC(=O)c3c(Cl)cnn3C)c(Cl)nc2c1
→ -1.5%	·
20. O=C(NNc1c(Cl)cc(Cl)cc1Cl)C1CCC1
→ 1.4%	51
21. CCc1ccc(C(=O)O)cc1
→ 1.4%	4
22. C/C(=N\O)C(C)Oc1ccc(Cl)cc1 (stereo not given)
→ 1.9%	-6
23. Cc1nn(C)c(Oc2ccccc2)c1CCNC(=O)CCl
→ -4.7%	0
24. CCc1nnnn1-c1ccc([N+](=O)[O-])cc1C
→ 2.8%	·
25. CCSc1nnc(NC(=O)c2ccc(C)cc2)s1
→ 3.0%	·
26. O=C(NCc1cccs1)c1ccc(S(=O)(=O)N2CCOCC2)cc1
→ -4.7%	10
27. CCc1nnc(NC(=O)CCCSc2nc3ccccc3[nH]2)s1
→ -6.6%	·
28. Cc1cc(C)c2nc3s/c(=C/c4ccc5c(c4)n(C)c(=O)n5C)c(=O)n3c2c1
→ ·	-7
29. CN(CCC#N)Cc1cc(=O)oc2ccc3ccccc3c12
→ -3.5%	7
30. O=C(NC(=S)Nc1ccc(S(=O)(=O)N2CCCCC2)cc1)c1cccs1
→ 2.9%	·
31. O=C(/C=C/c1ccc(OC2CSC2)cc1)c1ccccc1
→ 1.5%	18
32. CCCCCN(CCCCC)C(=O)C(CCC(=O)O)NC(=O)c1ccc(Cl)c(Cl)c1 (stereo not given)
→ 2.4%	·
33. CC1(C)CC2CN(C(=O)Cc3ccccc3)C(C)(C2)C1 (stereo not given)
→ 0.7%	4
34. Cc1ccc(S(=O)(=O)N/N=C/c2ccc(O)cc2O)cc1[N+](=O)[O-]
→ -0.1%	12
35. COc1ccc(CNC(=O)c2nnn(-c3cccc(C(F)(F)F)c3)c2N)cc1
→ 6.0%	-8
36. CC(=O)c1cc2c(cc1NC(=O)c1cc3nc(C(C)C)cc(C(F)(F)F)n3n1)OCO2
→ 0.5%	34
37. CCSCCc1nnc(NC(=O)Nc2cccc(C(F)(F)F)c2)s1
→ -3.4%	-7
38. CCN(CC)C(=O)n1cnc(-c2ccccc2)c1-c1ccccc1
→ 1.5%	-7
39. CC(C(=O)OCc1nnc(-c2ccccc2)o1)N1C(=O)C2CCCCC2C1=O (stereo not given)
→ -7.4%	11
40. O=C(O)c1ccc(-n2nnnc2Oc2ccccc2C(=O)N2CCOCC2)cc1
→ 2.5%	8
41. COc1cccc(C(=O)Nc2cccc(-c3ccc4nncn4n3)c2)c1OC
→ 0.3%	-10
42. CCCCN(C(=O)c1ccc2c(c1)OCO2)c1ccccc1
→ -3.3%	12
43. COc1ccc(CCCc2nnc(SCC(=O)Nc3ccc(OC)cc3)o2)cc1
→ 1.0%	45
44. Cn1c(=O)c2c(ncn2CC(=O)OCC(=O)Nc2ccccc2)n(C)c1=O
→ 1.2%	·
45. O=C(CCN1CCN(c2ccccc2F)CC1)Nc1ccccc1F
→ 5.5%	·
46. COc1ccc(S(=O)(=O)N2CCC(N3CCN(Cc4ccccc4)CC3)CC2)cc1
→ -2.8%	9
47. COCCOC(=O)/C=C1/NC(=O)CS1
→ 3.4%	·
48. O=C(O)c1ccc2c(=O)[nH]c(CCl)nc2c1
→ -5.1%	-14
49. CCCOc1ccccc1C1NC(=O)NC(C)=C1C(=O)OCCOCC (stereo not given)
→ 9.8%	8
50. COc1cc2c(cc1NC(=O)Nc1ccc(C)cc1)oc1ccccc12
→ -5.2%	-4
51. CC(=O)c1cccc(N=Nc2c(-c3ccccc3)[nH]n(-c3ccccc3)c2=O)c1
→ 6.0%	·
52. Cc1ccc(OCc2ccoc2C(=O)O)cc1C
→ -3.9%	·
53. Cc1ccccc1OCCN(C#N)c1nc(N(C)C)nc(N(C)C)n1
→ -7.4%	-7
54. CCc1ccccc1NC(=O)COc1ccc(C(=S)N2CCCC2)cc1
→ -3.6%	10
55. CCc1nnc(NS(=O)(=O)c2ccc(N/C=C\C(=O)c3cccc(OC)c3)cc2)s1
→ 5.9%	-17
56. C/C(=N\NC(=O)C1CCCN(S(=O)(=O)c2ccccc2)C1)c1cccnc1 (stereo not given)
→ -1.0%	14
57. O=C(Nc1ccccc1N1CCCCC1)c1ccccc1F
→ 2.9%	-7
58. O=c1n(S(=O)(=O)c2cccc3cccnc23)c2ccccc2n1S(=O)(=O)c1cccc2cccnc12
→ -1.0%	·
59. COc1ccc(C2NCCc3cc(OC)c(OC)cc32)cc1OC (stereo not given)
→ -4.3%	·
60. COc1cc(SC)ccc1C(=O)OC(C)C(=O)NC1CCCC1 (stereo not given)
→ -3.6%	-11

(next part)
Values run as follows: M. tuberculosis GlmU	Mtb RmlCD inh
61. CCOC(=O)c1cccc(NC(=O)CN2CCN(c3ccc(OC)cc3)CC2)c1
→ 0.0%	3
62. COc1cc2nc(N3CCNCC3)nc(N)c2cc1OC
→ 2.3%	0
63. Cc1ccc(C(=O)Nc2oc(-c3ccccc3)cc2C#N)cc1
→ 7.7%	9
64. O=C(NC(=S)N1CCN(C/C=C/c2ccccc2)CC1)c1cccnc1
→ 3.9%	14
65. Nc1ccc2nc(-c3cccs3)[nH]c2c1
→ 3.7%	·
66. O=C(O)C1CCCN1C(=O)Oc1ccccc1 (stereo not given)
→ -1.9%	13
67. O=C1CN(S(=O)(=O)c2ccc(F)cc2)CC(=O)N1CCc1ccccc1
→ 0.3%	·
68. Cc1ccc(NC2CC(=O)N(c3ccc(C)cc3)C2=O)cc1 (stereo not given)
→ -3.8%	·
69. O=C1c2ccccc2C(=O)N1CCCCSc1nnc2c(Cl)cc(Cl)cn12
→ -3.5%	5
70. COc1ccccc1C(=O)Nc1ccc(Oc2ncnc3sc(-c4ccccc4)cc23)cc1
→ -0.6%	49
71. CSCCC(Nc1ccc(S(=O)(=O)N2CCOCC2)cc1[N+](=O)[O-])C(=O)OCC(=O)NCC(C)C (stereo not given)
→ 0.2%	7
72. Cc1ccc2c(c1)C(C)CC(C)(C)N2C(=O)NC1CCCCC1 (stereo not given)
→ 2.8%	11
73. C/C(=N\NC(=O)C(N)=O)c1ccc(OC(F)F)cc1
→ 5.5%	-8
74. Cc1ccc(NC(=O)CN(C)C(=O)CSc2nc3ccccc3c(=O)n2Cc2ccco2)cc1
→ -2.5%	-5
75. COc1ccc(CCN2C(=O)C(O)=C(C(C)=O)C2c2ccccc2OC)cc1OC (stereo not given)
→ 5.1%	·
76. CN(C)c1ccc(P(=O)(OC2CCCCC2)C(O)c2ccccn2)cc1 (stereo not given)
→ 1.6%	·
77. O=C(O)C1Cc2[nH]cnc2C(c2ccccc2O)N1 (stereo not given)
→ 7.8%	-10
78. O=C(c1ccc2ccccc2n1)N1CCN(c2ccccc2)CC1
→ 4.3%	11
79. C=CCOc1ccc(/C=N/n2cncn2)cc1OC
→ -1.8%	·
80. O=C1CCCC2=C1C(c1ccc(Br)cc1)c1c([nH]c(=S)[nH]c1=O)N2 (stereo not given)
→ 5.5%	-3
81. CCCC1C(c2ccco2)NC(c2ccco2)CC1(C)O (stereo not given)
→ -1.1%	·
82. O=C(N/N=C/c1ccc(F)cc1)c1ccc(OCc2ccccc2)cc1
→ 1.4%	20
83. CCCCC(CC)COC1(c2ccccc2)OC(=O)c2ccccc21 (stereo not given)
→ 0.8%	2
84. O=C(c1nc2ccccn2c1CN1CCCC(c2nc3ccccc3o2)C1)N1CCCC1 (stereo not given)
→ 2.7%	-4
85. COCCNc1ccc([N+](=O)[O-])cc1C(=O)Nc1cccc(C)n1
→ 3.6%	-8
86. C#CCSc1nnc(-c2sc(-c3ccccc3)nc2C)n1C
→ 2.0%	·
87. Cc1ccc(NC(=O)CCC(=O)N/N=C/c2ccc([N+](=O)[O-])o2)cc1C
→ 1.8%	-15
88. CCC(CC)NC(=O)c1cccc(Br)c1
→ -0.8%	·
89. CCc1cc(C(=O)N2CCCC(CNC(=O)c3ccc(-c4ccccc4)cc3)C2)no1 (stereo not given)
→ 4.1%	3
90. Cc1ccc(NC(=O)/C=C\C(=O)NCC(=O)O)cc1
→ -4.9%	13
91. CCCc1[nH]n(-c2nc3ccccc3s2)c(=O)c1C=NCC1CCCO1 (stereo not given)
→ 32%	8
92. Cc1cc(C(=O)CN2C(=O)CCC2=O)c(C)n1Cc1ccccc1
→ 4.1%	9
93. CCc1ccccc1N(C(=O)Cn1nnc2ccccc21)C(C(=O)NCCOC)c1ccco1 (stereo not given)
→ 8.2%	·
94. COc1ccc2[nH]c(=O)c(CNc3cc(C)ccc3C)cc2c1
→ 1.2%	-12
95. Cn1c(=O)[nH]c2ncccc21
→ -3.5%	8
96. COc1ccc(C(=O)Nc2nncs2)c(OC)c1
→ 0.0%	8
97. Cn1c(CNC(=O)c2ccccc2F)nnc1SCc1nc2ccccc2c(=O)[nH]1
→ 2.8%	·
98. Cc1cc(NC(=O)COn2nnc3ccccc32)no1
→ 0.7%	5
99. CN(C)CCCNC(=S)NCc1ccc(Cl)cc1
→ -2.0%	10
100. N#Cc1ccc(NCC(=O)Nc2ccc3c(c2)OCCO3)cc1
→ 8.4%	-6
101. CCOC(=O)CSc1n[nH]c(NC(=O)c2ccc(F)cc2)n1
→ 2.6%	?
102. Cc1ccc(NC(=S)N(CCCN(C)C)Cc2cc3cc4c(cc3[nH]c2=O)OCO4)cc1
→ -3.6%	1
103. CSCCC(NC(=O)c1occc1C)C(=O)O (stereo not given)
→ -2.5%	-5
104. CC(=O)c1sc(NC(=O)C2(F)C(F)(F)C(F)(F)C(F)(F)C(F)(F)C2(F)F)nc1C
→ 7.7%	-5
105. COCCNC(=O)C(c1ccc(C)o1)N(C(=O)c1snc(C(N)=O)c1N)c1ccc(C)cc1 (stereo not given)
→ 1.1%	9
106. CCCCCCC1CC(=O)NC(=S)N1 (stereo not given)
→ -3.0%	-3
107. Cc1cc(Oc2ccc(C#N)cc2)nc(N2CCOCC2)n1
→ 1.0%	·
108. Cc1ccc(NCc2nnc(SCc3ccc(C#N)cc3)n2Cc2ccco2)c(C)c1
→ 3.2%	·
109. Cc1cc(C)nc(N(C#N)Cc2ccccc2)n1
→ -1.4%	16
110. CC1CN(C2CCN(S(=O)(=O)c3ccc4ccccc4c3)CC2)CC(C)O1 (stereo not given)
→ 0.9%	1
111. C[C@]12CC[C@@H]3c4cc(O)c(O)cc4CC[C@H]3[C@@H]1CC[C@@H]2O
→ -7.4%	6
112. CC(C)CNC(=O)C1C2C=CC(C2)C1C(=O)O (stereo not given)
→ 0.6%	9
113. Cc1ccc(S(=O)(=O)N(C)c2ccc(OCC(=O)Nc3nc4c(ccc5ccccc54)s3)cc2)cc1
→ 2.1%	23
114. Cc1ccc(-n2[nH]c(C)c(/C=N/n3c(C)nc4ccccc4c3=O)c2=O)cc1
→ -0.2%	1
115. CCn1c(SCC(=O)N/N=C/c2ccccc2OCC(=O)O)nnc1-c1ccc(C(C)(C)C)cc1
→ -3.0%	-5
116. CCCn1c(N)c(Br)c(=O)[nH]c1=O
→ -5.0%	-10
